# From PubChem BioAssay
# influenza NS1A: H1N1 influenza NS1A inhibitors, functional cell based assay (AID 504329). NS1A functional cell-based assay, percent inhibition; higher % means a stronger effect. inhibition, % at 12.5 µM; hits with a dose series show IC50 in µM. 340,000 tested, 0.3% active; in the data active = a potency from the dose series; inconclusive = inhibition above about 27% without an active follow-up result; also: strong numbers were not always called active
# tuberculosis growth: growth inhibition of non-replicating M. tuberculosis (AID 488890); 320,000 tested, 0.39% active; inhibition, % at 25 µM, or IC50 in µM where a hit was titrated; Mycobacterium tuberculosis non-replicating, growth inhibition; higher % means a stronger effect; in the data active = a potency from the dose series; inconclusive = inhibition mostly from about 82% at the one dose, without a potency; inactive = the rest, 99 in 100 with inhibition below about 76%;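 also: plate controls were DMSO cells for no effect and high antibiotic wells for full effect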
# inhibitors of VEEV: inhibitors of VEEV TC-83 cytopathic effect, confirmation, Vero cells (AID 588727); Vero cells, VEEV TC-83 cytopathic effect inhibition; higher % means a stronger effect; 350,000 tested, 0.13% active; inhibition, % at 20 µM; hits with a dose series show IC50 in µM; in the data active = a potency from the dose series; inconclusive = inhibition mostly from about 14% at the one dose, without a potency; inactive = the rest, 99 in 100 with inhibition below about 12%; also: strong numbers were not always called active
# M. tuberculosis HTS: M. tuberculosis growth inhibition, HTS (AID 449762) | inhibition, % at 25 µM; hits with a dose series show IC50 in µM | 330,000 tested, 0.59% active | M. tuberculosis H37Rv growth inhibition, 7H9 media; higher % means a stronger effect; in the data active = a potency from the dose series; inconclusive = inhibition above about 70% without an active follow-up result;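 also: bacterial growth assessed after seven days of incubation; strong numbers were not always called active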
# Salmonella PhoP GFP: Inhibition of PhoP regulon, Salmonella typhi GFP reporter cells, confirmation, 4 h (AID 1850); inhibition, % at 50 µM, or IC50 in µM where a hit was titrated; 310,000 tested, 0.33% active; Salmonella Typhi PhoP-promoter GFP reporter, fluorescence, 4 h; higher % means a stronger effect; in the data active = a potency from the dose series; inconclusive = inhibition mostly from about 25% at the one dose, without a potency; inactive = the rest, 99 in 100 with inhibition below about 19%;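 also: 0% = induced wells with vehicle and 100% = uninduced wells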
# inhibitors of VEEV 10K pilot screen: further read-out of inhibitors of VEEV, marked with its call; inhibition, %; measured here: 10K pilot screen inhibition
# Numbers without * were called inactive; i = inactive; ? = inconclusive; · = no result given. Compounds were not picked by outcome; about 1.4% have a hit in one of these screens.
# Preview:
SMILES,influenza NS1A,tuberculosis growth,inhibitors of VEEV,M. tuberculosis HTS,Salmonella PhoP GFP,others
Cc1ccc(C(=O)Oc2csc(=S)n2C(=O)c2ccc(C)cc2)cc1,9%,42%,6.9%,-7%,-4%,
CC(C)(C)n1c(O)c(C=Nc2ccc3c(c2)CCC3)c(=O)[nH]c1=O,1%,6%,1.6%,96%,-5%,
CCOC(=O)c1c(OCCO)nn(-c2ccc(Cl)cc2)c1N,5%,1%,0.7%,-6%,23%,inhibitors of VEEV 10K pilot screen=2.2
CC(C)c1ccc(NC(=O)C(c2ccccc2)N2CCC3(CC2)OCCO3)cc1 (stereo not given),2%,16%,0.9%,-7%,-1%,inhibitors of VEEV 10K pilot screen=0.0
O=C(Cc1ccc(S(=O)(=O)N2CCOCC2)s1)Oc1ccc(F)cc1,-4%,1%,0.3%,-5%,8%,

# Results, from the first entry:
SMILES,influenza NS1A,tuberculosis growth,inhibitors of VEEV,M. tuberculosis HTS,Salmonella PhoP GFP,others
Cc1ccc(C(=O)Oc2csc(=S)n2C(=O)c2ccc(C)cc2)cc1,9%,42%,6.9%,-7%,-4%,
CC(C)(C)n1c(O)c(C=Nc2ccc3c(c2)CCC3)c(=O)[nH]c1=O,1%,6%,1.6%,96%,-5%,
CCOC(=O)c1c(OCCO)nn(-c2ccc(Cl)cc2)c1N,5%,1%,0.7%,-6%,23%,inhibitors of VEEV 10K pilot screen=2.2
CC(C)c1ccc(NC(=O)C(c2ccccc2)N2CCC3(CC2)OCCO3)cc1 (stereo not given),2%,16%,0.9%,-7%,-1%,inhibitors of VEEV 10K pilot screen=0.0
O=C(Cc1ccc(S(=O)(=O)N2CCOCC2)s1)Oc1ccc(F)cc1,-4%,1%,0.3%,-5%,8%,
CCOc1ccc(CCNC(=O)COC(=O)c2cccs2)cc1OCC,11%,3%,i,2%,-8%,
CCCC1Cc2c(sc3ncnc(N)c23)CO1 (stereo not given),1%,12%,2.1%,0%,1%,
COc1ccc(C(=O)NCCn2ccc3ccccc32)c(OC)c1,5%,23%,3.6%,7%,-4%,
COc1ccc(O)c(C=Nc2cc(C)on2)c1,-3%,-3%,2.3%,-14%,-10%,
COc1ccc(C2C(C(=O)NCc3ccco3)CCC(=O)N2c2ccc(OC)cc2)cc1 (stereo not given),5%,-11%,1.0%,-11%,0%,
CCn1c(-c2cc(-c3ccc(C)cc3)nc3ccccc23)n[nH]c1=S,-8%,-8%,4.7%,10%,7%,
CCOC(=O)c1ccc(NS(=O)(=O)c2cc(-c3nnnn3CC)ccc2OC)cc1,-7%,10%,0.8%,2%,-4%,
CCOC(=O)C(Cc1c(F)cccc1Cl)c1ccnc2nc(N)nn12 (stereo not given),3%,-13%,0.3%,5%,0%,
Cc1oc2ccc(OCc3ccc(F)cc3Cl)cc2c1C(=O)O,-10%,68%,1.1%,13%,0%,
O=[N+]([O-])c1cc(Br)ccc1NS(=O)(=O)c1ccccc1,-14%,·,1.0%,·,·,
COc1cc(N=Cc2c(CO)cnc(C)c2O)cc(OC)c1OC,-1%,-8%,0.3%,8%,-4%,
Cc1ccccc1N=C1c2ccccc2C(=O)C1[N+](=O)[O-] (stereo not given),-4%,5%,4.7%,-3%,-15%,
CCn1ncc(N2CCOCC2)c(Cl)c1=O,18%,-8%,i,0%,2%,
CC(C)(C)C(=O)Nc1cc(NC(=O)C(C)(C)C)cc(C(=O)Nc2c[nH]c(=O)[nH]c2=O)c1,·,-16%,i,0%,2%,
COCCNc1ccc(N2C(=O)C3CCCCC3C2=O)cc1[N+](=O)[O-] (stereo not given),14%,-1%,0.7%,10%,13%,
COC(=O)N/N=C\c1ccccc1OC/C=C/c1ccccc1,-7%,2%,7.2%,8%,-5%,
Cc1ccccc1C(=O)NC1CCN(CC(=O)NC2CCCCC2)CC1,4%,-9%,1.7%,0%,-2%,
Cc1ccc(N2C(N)=C(C#N)C(c3ccsc3)C3=C2CC(C)(C)CC3=O)cc1 (stereo not given),0%,23%,7.4%,-1%,4%,
Cc1ccccc1NS(=O)(=O)c1ccc(C(=O)NNC(=O)c2ccccc2O)cc1,-3%,-10%,0.9%,-1%,7%,
COCc1[nH]c(=S)[nH]c(=O)c1C,-3%,-14%,i,-13%,-3%,

# Compounds shown so far that have a tert-butyl group:
SMILES,influenza NS1A,tuberculosis growth,inhibitors of VEEV,M. tuberculosis HTS,Salmonella PhoP GFP,others
CC(C)(C)n1c(O)c(C=Nc2ccc3c(c2)CCC3)c(=O)[nH]c1=O,1%,6%,1.6%,96%,-5%,
CC(C)(C)C(=O)Nc1cc(NC(=O)C(C)(C)C)cc(C(=O)Nc2c[nH]c(=O)[nH]c2=O)c1,·,-16%,i,0%,2%,

# Next part
SMILES,influenza NS1A,tuberculosis growth,inhibitors of VEEV,M. tuberculosis HTS,Salmonella PhoP GFP,others
Cc1ccc(C(=O)O)cc1NC(=S)NC(=O)Cc1ccccc1,-11%,16%,1.0%,1%,5%,
COCCCn1c(C(=O)N2CC(C)OC(C)C2)cc2c(=O)n3ccccc3nc21 (stereo not given),-8%,-10%,4.6%,-5%,-12%,
Cc1ccc(OC(=O)c2ccc3snnc3c2)cc1,-3%,?,0.6%,3%,-4%,
CCN1CCC(Nc2ccnc3cc(Cl)ccc23)CC1,-10%,2%,i,5%,5%,
O=S(=O)(NCc1cn2ccccc2n1)c1cc(F)ccc1F,-8%,7%,0.2%,-8%,-11%,
CCOC(=O)c1cnn(-c2nc(OCC)cc(OCC)n2)c1C,10%,12%,0.0%,5%,-3%,
CC1=NNC(=O)C1Cc1ccccc1C (stereo not given),2%,-9%,0.8%,2%,1%,
CCCC(=O)N(CCN1CCOCC1)c1nc2cc(C)c(C)cc2s1,0%,-5%,1.3%,8%,-12%,
CCCCCCCC(=O)NC1=NC(=O)C(C)(C)S1,0%,-19%,0.5%,-1%,4%,
CC1CC(N(C(=O)c2ccco2)c2ccccc2)c2ccccc2N1C(=O)c1ccco1 (stereo not given),-1%,30%,8.0%,5%,-8%,
COCCCNC(=O)CCc1nc2cccnc2n1Cc1ccc(OC)cc1,18%,-10%,5.0%,-6%,-3%,
COc1ccc(-n2nc(C(=O)NCC(=O)Nc3cccc(Cl)c3)c3ccccc3c2=O)cc1,10%,1%,5.0%,0%,1%,
O=S(=O)(c1cccc(Cl)c1)N1CCSc2ccccc21,-4%,26%,5.2%,0%,·,
CCOC(=O)C1(Cc2ccccc2)CCCCCC1=O (stereo not given),-4%,·,1.2%,·,·,
CC(C)c1ccc(C(=O)NCCCN2CCOCC2)cc1,-3%,-5%,3.2%,-4%,0%,
COc1cc(NC(=O)COC(=O)c2n[nH]c3ccccc23)c(C)cc1[N+](=O)[O-],-3%,5%,1.8%,-4%,4%,
CCC(=O)N1CCc2cc(Br)cc(S(=O)(=O)CCC(=O)NCC3CCCO3)c21 (stereo not given),5%,-13%,4.1%,-2%,2%,
Cc1noc(NS(=O)(=O)c2ccc(NC(=O)C(F)(F)F)cc2)c1C,-4%,67%,0.1%,-1%,-2%,
CN(C(=O)CSc1ccccc1C(=O)O)C1CCCCC1,-11%,51%,0.8%,58%,-6%,
CCCn1c(CN2CCN(C(=O)OCC)CC2)nc2cc(NC(C)=O)ccc21,-2%,-5%,0.0%,1%,3%,
CCCCN(Cc1ccc(C(=O)N[C@H](C(=O)O)C(C)C)cc1)C(=O)C(c1ccccc1)c1ccccc1,-7%,27%,0.8%,0%,12%,
Cn1cc(S(=O)(=O)Nc2ccc(Oc3ccccc3)cc2)c(=O)n(C)c1=O,-6%,1%,3.6%,-6%,1%,
CCOc1ccccc1NC(=O)C1CCCN(S(=O)(=O)c2cccc3nsnc23)C1 (stereo not given),6%,-2%,8.0%,2%,15%,
C=CCN(C(=O)OC(C)(C)C)S(=O)(=O)NCc1ccccc1,7%,-6%,2.5%,-3%,·,
COCc1cc(/C=N\NC(=O)c2ccc(Cl)cc2)ccc1OC,18%,4%,1.0%,-12%,-4%,

# (cont.)
SMILES,influenza NS1A,tuberculosis growth,inhibitors of VEEV,M. tuberculosis HTS,Salmonella PhoP GFP,others
Cc1cccc(-c2oc(C)c(C)[n+]2[O-])c1,2%,-1%,i,-4%,-1%,
O=C1C2=C(C(c3ccccc3)=NCCN2)C(c2cccc([N+](=O)[O-])c2)N1c1ccccc1 (stereo not given),-2%,24%,0.6%,4%,1%,
Cc1ccc2cccc(S(=O)(=O)Nc3c(C)n(C)n(-c4ccccc4)c3=O)c2n1,-3%,6%,2.6%,-3%,-10%,
Cc1nnsc1NC(=O)OCc1ccc(C(C)(C)C)cc1,-7%,22%,0.1%,44%,9%,
Cc1ccc(C)c(-c2nnc(OCC(=O)Nc3cc(C)on3)c3ccccc23)c1,15%,23%,3.0%,10%,-5%,
O=C(CCNC(=O)N1CC(=O)Nc2ccccc21)Nc1cccc(Cl)c1,-3%,-7%,5.0%,-10%,-2%,
Cc1cccc(NCN2C(=O)C3C4C=CC(C4)C3C2=O)c1 (stereo not given),-6%,-8%,0.4%,-6%,3%,
COc1ccc(C(=O)Nc2ccc(Cl)cc2C(=O)N2CCCC(C)C2)cc1 (stereo not given),8%,6%,i,4%,7%,
COc1ccc(CC(NC(C)=O)C(=O)NC2CCN(C(=O)c3ccc(Cl)cc3)CC2)cc1 (stereo not given),5%,·,i,·,·,
Cc1ccc(S(=O)(=O)N2CCN(c3nccnc3C#N)CC2)cc1,-12%,21%,0.6%,9%,-6%,
Cc1ccc(C)c(N(CC(=O)NC(C)C)C(=O)CCC(=O)Nc2ccccn2)c1,-4%,-13%,0.7%,5%,-6%,
O=C(CSc1nnc(C2CC2)n1CC1CCCO1)Nc1ccc(Cl)cc1 (stereo not given),6%,-4%,0.8%,-2%,0%,
CCN1CCN(C2=C(NS(=O)(=O)c3ccc(Br)cc3)C(=O)c3ccccc3C2=O)CC1,6%,29%,0.3%,20%,101%,
COc1ccc(/C=C2\Oc3cc(OCC(=O)N4CC(O)C[C@H]4C(=O)O)ccc3C2=O)c(OC)c1OC (stereo not given in full),1%,-16%,1.0%,-4%,7%,
O=C(COC(=O)c1cc([N+](=O)[O-])ccc1N1CCOCC1)Nc1ccccc1OC(F)F,3%,5%,7.8%,40%,9%,
O=C(CN1C(=O)NC2(CCSC2)C1=O)N1CCN(c2ccc(F)cc2)CC1 (stereo not given),-1%,21%,i,6%,-3%,
CCn1c(=O)c(CCC(=O)NCCN2CCOCC2)c(C)c2c(C)nn(-c3cccc(C)c3)c21,-6%,45%,3.7%,22%,3%,
CCOc1ccc(NC(=O)NCc2ccco2)cc1,-5%,21%,i,6%,-3%,inhibitors of VEEV 10K pilot screen=0.2
CCOC(=O)CCCSc1nc2sc3c(c2c(=O)[nH]1)CCC3,0%,25%,1.3%,6%,-14%,
CCNC(=O)CN(CCc1ccccc1)S(=O)(=O)c1ccc(OC)cc1,-5%,5%,i,-13%,2%,
CCCCNC(=O)NNC(=O)c1ccoc1C,0%,6%,i,-6%,7%,
Cc1ccc(N2C(=O)C3C4C=CC(CNC(=S)Nc5ccc(F)cc5)(O4)C3C2=O)cc1 (stereo not given),9%,·,0.4%,8%,-12%,
Cc1ccn(C(=O)c2ccc(NC(=O)C3CCCCC3)cc2)n1,-24%,60%,?,?,0%,
CN(C)S(=O)(=O)N1CCN(CC(=O)Nc2ccc(Br)cc2)CC1,-4%,78%,i,1%,-3%,
CSc1nc(N)nc(-c2cccs2)c1C#N,-4%,4%,7.7%,-5%,3%,
COc1ccc(NC(=O)Cn2c(=O)n(CC(=O)NCc3ccco3)c(=O)c3ccccc32)cc1,3%,-6%,7.6%,-1%,3%,

# Sorted by SMILES length (descending): part of the list above
SMILES,influenza NS1A,tuberculosis growth,inhibitors of VEEV,M. tuberculosis HTS,Salmonella PhoP GFP,others
O=C1C2=C(C(c3ccccc3)=NCCN2)C(c2cccc([N+](=O)[O-])c2)N1c1ccccc1 (stereo not given),-2%,24%,0.6%,4%,1%,
CCN1CCN(C2=C(NS(=O)(=O)c3ccc(Br)cc3)C(=O)c3ccccc3C2=O)CC1,6%,29%,0.3%,20%,101%,
COc1ccc(CC(NC(C)=O)C(=O)NC2CCN(C(=O)c3ccc(Cl)cc3)CC2)cc1 (stereo not given),5%,·,i,·,·,

# Retrieved by compound from the list above:
SMILES,influenza NS1A,tuberculosis growth,inhibitors of VEEV,M. tuberculosis HTS,Salmonella PhoP GFP,others
Cc1ccc(S(=O)(=O)N2CCN(c3nccnc3C#N)CC2)cc1,-12%,21%,0.6%,9%,-6%,
COc1ccc(NC(=O)Cn2c(=O)n(CC(=O)NCc3ccco3)c(=O)c3ccccc32)cc1,3%,-6%,7.6%,-1%,3%,
